APP 5'UTR act: activates APP 5'UTR luciferase reporter; SH-SY5Y APP 5'UTR luciferase reporter, luminescence; zero percent = DMSO vehicle wells; activation, % at 2 µM; 1% of 190,000 active;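 active = activation above a set limit, based on mean plus 3 SD of controls, cut at about 140% in these data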; also: values of inactives mirror those of a sister screen read the other way
NF-kB neuron act: NF-kB expression increase, human neuronal cells. NF-kB reporter expression; hits give high values. fold change at 12.5 µM. 1.6% of 190,000 active; in the data active = fold change above about 3.3
FLuc stim CS: firefly luciferase counter-screen for stimulation assays; P08659; ATPlite luciferase biochemical, luminescence, 10 min; 0 = ATP-free wells, 1 = DMSO control; activation factor at 10 µM; 200,000 tested, under 10 active; AID 1027;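 active = luciferase activation factor, scaled between plate controls, of at least 2 with compound at 10 µM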
Target sequence (P08659 whole entry, looked up): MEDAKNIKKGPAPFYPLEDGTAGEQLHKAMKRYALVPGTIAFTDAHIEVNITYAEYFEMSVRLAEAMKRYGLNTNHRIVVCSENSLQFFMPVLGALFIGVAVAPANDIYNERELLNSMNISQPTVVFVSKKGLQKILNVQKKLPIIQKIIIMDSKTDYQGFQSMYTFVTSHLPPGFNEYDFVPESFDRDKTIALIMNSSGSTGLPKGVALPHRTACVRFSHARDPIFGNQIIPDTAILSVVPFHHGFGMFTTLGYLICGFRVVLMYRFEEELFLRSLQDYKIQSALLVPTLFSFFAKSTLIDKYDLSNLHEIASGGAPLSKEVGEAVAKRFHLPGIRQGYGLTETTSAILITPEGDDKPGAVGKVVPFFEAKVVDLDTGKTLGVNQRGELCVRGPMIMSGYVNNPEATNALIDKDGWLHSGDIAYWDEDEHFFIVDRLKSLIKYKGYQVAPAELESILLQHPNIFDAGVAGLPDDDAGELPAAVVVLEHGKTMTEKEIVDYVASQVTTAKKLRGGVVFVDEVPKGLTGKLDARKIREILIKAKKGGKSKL
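System: Luciferase/luciferin detection reagent, cell-free biochemical luciferase assay | Medium: PBS buffer for ATP | Dosing: Test compounds dosed from 2 mM stocks in 100% DMSO | Timing: 10 min at ambient temperature | Signal: Luminescence measurement of luciferase light output | Evaluation: Luciferase activation, seen as luminescence increase over controls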
Hsp70 activator: switches on Hsp70 transcription; HeLa Hsp70 promoter luciferase reporter, luminescence; scaled: vehicle 0, proteasome-inhibitor control 100%; activation, % at 10 µM; 0.04% of 200,000 active;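 active = activation above the mean across all tested compounds plus 3 SD, cutoff set per campaign, cut at about 5.5% in these data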;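 also: 100% = MG132 at 30 µM as the positive control and 0% = DMSO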
DTT redox prof: compounds producing H2O2 with reducing agent – biochemical, NIH compound library profiling, artefact control for MLSCN library redox annotation, primary screen; DTT-dependent redox cycling H2O2, phenol red/HRP absorbance; 100% = 100 µM peroxide control, 0% = buffer; activation, % at 10 µM; 0.03% of 200,000 active; AID 878;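 active = activation of at least 50% relative to the plate's high and low controls in the primary single-dose screen; inactive = activation below 50%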;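 also: compound incubated with DTT at 0.8 mM final as the reducing agent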
APP transl inh: APP translation inhibition; SH-SY5Y APP 5'UTR-luciferase reporter, luminescence; inhibition, % at 2 µM; 0.82% of 190,000 active; AID 1285;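 active = inhibition above a set limit, derived from the sample mean plus 3 SD, cut at about 45% in these data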; also: values of inactives mirror those of a sister screen read the other way
FLuc inh counter: Photinus pyralis luciferase inhibition counter-screen; AID 1006; inhibition, % at 10 µM; P08659; 1.5% of 200,000 active; ATPLite firefly luciferase biochemical luminescence, 10 min;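 active = inhibition above about 50% when tested at 10 µM, limit read from the data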
G6PDH CS: inhibits Leuconostoc G6PDH, flagging false hits in G6PDH-based assays; AID 1020; 0.12% of 200,000 active; inhibition, % at 5 µM; Purified L. mesenteroides G6PDH, diaphorase/resazurin coupled fluorescence, 45 min; in the data active = inhibition above about 50%
STAT1 activator: STAT1 signaling activation; NIH 3T3 STAT1-luciferase reporter, IFN-gamma, luminescence; 100% = IFN-gamma alone, no compound; 2.6% of 200,000 active; activation (% of control), % at 5.5 µM; AID 932;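 active = activation above the screen-wide mean activation plus 3 SD, cut at about 130% in these data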;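 also: raw ratio to IFN-gamma control signal so 100% means no change and 0% no light; values of inactives mirror those of a sister screen read the other way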
Efa HMGR inh: E. faecalis class II HMG-CoA reductase inhibition | inhibition, % at 10 µM | purified E. faecalis HMGR, NADPH absorbance 340 nm kinetic | 0.41% of 190,000 active;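 active = inhibition above a set limit, the median over all tested compounds plus 3 SD, cut at about 9.5% in these data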;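 also: enzyme runs in reverse so mevalonate oxidation gives rising NADPH absorbance; 0% = complete reaction with DMSO and 100% = background rate lacking mevalonate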
* hit, by the source's call; . = not tested or not shown.

SMILES | APP 5'UTR act | NF-kB neuron act | FLuc stim CS | Hsp70 activator | DTT redox prof | APP transl inh | FLuc inh counter | G6PDH CS | STAT1 activator | Efa HMGR inh
CC1CCN(CCC(=O)Nc2ccccc2)CC1 | 11.8 | 1.21 | 1 | -0.3 | -1.9 | -11.8 | -2.2 | 3.6 | 108.4 | -0.4
Cc1ccc(S(=O)(=O)N2CCN(CC(=O)N(CC(C)C)c3c(N)n(CC(C)C)c(=O)[nH]c3=O)CC2)c(C)c1 | 9.1 | 1.31 | 1.1 | -0.5 | -0.5 | -9.1 | -10.7 | -6.7 | 99.8 | -1.0
CCCN1C2CCCC1CC(NC(=O)c1ccccc1)C2 (configuration not stated) | -5.4 | 1.31 | 1 | -0.1 | 1.8 | 5.4 | -3.1 | 4.4 | 101.3 | 2.3
Cc1ccc(-n2c(SCC(=O)N/N=C/C=C/c3ccccc3[N+](=O)[O-])nc3ccccc3c2=O)cc1 | -6.1 | 0.87 | 1 | -0.1 | 0.4 | 6.1 | -1.1 | -1.3 | 101.4 | -0.1
COC(=O)c1cccc(N(C(=O)c2cnccn2)C(C(=O)NCc2ccccc2)c2ccco2)c1 (configuration not stated) | -1.1 | 0.41 | 1 | -0.1 | -0.8 | 1.1 | -3.5 | -2.2 | 100.1 | 3.8
O=C(O)C1CC=CCC1C(=O)NNc1c(Cl)cc(Cl)cc1Cl (configuration not stated) | 0.5 | 1.47 | 1.1 | 0.3 | -1.7 | -0.5 | -7.4 | 7.1 | 96.0 | -7.7
Cc1cc(=O)oc2cc(OCC(=O)OCC(=O)NC(=O)NC(C)C)ccc12 | 2.9 | 1.3 | 1.1 | -0.2 | -0.1 | -2.9 | -8.1 | -3.6 | 105.9 | -3.7
Cc1ccc(NC(=O)Nc2nnc(CSCCOc3ccc(Cl)cc3)s2)cc1 | -0.5 | 0.84 | 1.1 | -0.2 | -0.3 | 0.5 | -7.2 | -4.3 | 99.2 | -1.6
Cc1ccc2c(Cl)c(C(=O)NCCc3ccccc3)sc2c1 | 110.9 | 2.72 | 0.9 | 0.3 | 0.1 | -110.9 | 9.6 | 3.5 | 136.0* | -2.2
Cc1ccc(N(C(C)C(=O)O)S(=O)(=O)c2cccnc2)cc1 (configuration not stated) | 7.0 | 1.13 | 1 | . | -1.2 | -7.0 | 4.7 | -3.3 | . | 0.2
Cc1ccsc1-c1n[nH]c(=S)n1C1CCCCC1 | 3.8 | 1.09 | 1 | -0.4 | -0.1 | -3.8 | 4.7 | -6.3 | 104.3 | 1.1
O=C(O)CCCNC(=O)c1cncc(Br)c1 | 10.2 | 1.51 | 1 | -0.1 | 0.3 | -10.3 | -4.2 | -0.5 | 97.9 | -8.2

Three compounds from above, showing only G6PDH CS.
Structure | G6PDH CS
Cc1ccc(NC(=O)Nc2nnc(CSCCOc3ccc(Cl)cc3)s2)cc1 | -4.3
Cc1ccc2c(Cl)c(C(=O)NCCc3ccccc3)sc2c1 | 3.5
Cc1ccc(N(C(C)C(=O)O)S(=O)(=O)c2cccnc2)cc1 (configuration not stated) | -3.3

Next part.
SMILES | APP 5'UTR act | NF-kB neuron act | FLuc stim CS | Hsp70 activator | DTT redox prof | APP transl inh | FLuc inh counter | G6PDH CS | STAT1 activator | Efa HMGR inh
Nc1nc(-c2cccc(F)c2)cs1 | 17.7 | 3.36* | 1 | 0.1 | 0.1 | -17.7 | 3.4 | 11.6 | 113.7 | 3.9
Cc1c(C(=O)N(Cc2cccs2)C2CCS(=O)(=O)C2)oc2ccccc12 (configuration not stated) | 6.2 | 0.74 | 1 | 0.2 | 0.0 | -6.2 | -4.9 | 4.8 | 100.9 | -6.6
Cc1ccc(S(=O)(=O)Nc2cccc(/C=C/C(=O)O)c2)cc1 | 15.0 | 1.43 | 1.1 | -0.2 | -3.6 | -15.0 | -8.0 | 4.6 | 103.2 | 11.1*
CCN=C1Sc2nc3ccc(OCC)cc3cc2CN1CCOC | 0.8 | 1.16 | 1 | -0.1 | 0.1 | -0.8 | -4.1 | -4.8 | 100.1 | -0.1
CCN(CC)S(=O)(=O)c1cc(C(=O)N(C)CC(=O)Nc2ccc(Cl)cc2)ccc1Cl | -26.1 | 1.22 | 1 | -0.3 | -0.2 | 26.1 | -4.4 | -0.5 | 91.5 | -0.8
CCn1c(/C=C/N(C(C)=O)c2ccccc2)[n+](CC)c2ccc(Cl)cc21 | 10.6 | 0.82 | 1 | -0.2 | -0.1 | -10.6 | -3.6 | -5.9 | 94.4 | -4.9
CCOC(=O)C1=C(CNC2CCCCC2)NC(=O)NC1c1cc(C)ccc1C (configuration not stated) | -12.7 | 0.81 | 1 | -0.2 | -3.4 | 12.7 | -3.3 | -1.9 | 99.9 | -2.7
CCOC(=O)C(=CNCC(=O)OC)C(=O)OCC | 1.1 | 1.23 | 1.1 | -0.4 | 1.2 | -1.1 | -7.1 | 5.8 | 89.0 | -0.3
CCOc1cc(/C=C2/NC(=O)N(CC(=O)OC)C2=O)ccc1OC | 25.5 | 1.08 | 1.1 | -0.2 | -0.3 | -25.5 | -5.0 | 4.9 | 91.1 | 5.5
CCOc1cccc(OCCCCN2CCOCC2)c1 | 18.0 | 0.98 | 1 | -0.1 | -3.3 | -18.0 | -1.2 | 6.0 | 105.2 | -3.5
NS(=O)(=O)c1ccc(CCNC(=O)CN2CCCCCC2)cc1 | 19.5 | 1.44 | 1 | 0.0 | -0.2 | -19.5 | -4.2 | -2.0 | 96.0 | 1.5
N#Cc1c(F)cccc1N1CCOCC1 | -10.8 | 1.1 | 1 | 0.0 | 5.8 | 10.8 | 0.9 | 18.4 | 97.6 | -0.4
Cc1c(C(=O)O)cccc1-c1ccc(C=O)o1 | . | 0.96 | 1.1 | 0.0 | -0.1 | . | -5.1 | 7.7 | 116.5 | 3.9
COC(=O)c1nc(NC(=O)c2ccc(Br)cc2)n[nH]1 | -2.9 | 1.14 | 1 | -0.1 | 0.2 | 2.9 | -0.1 | -2.2 | 101.3 | 4.4
O=S(=O)(c1ccc(C2CCCCC2)cc1)N1CCN(c2ncccn2)CC1 | -2.3 | 1.14 | 1.1 | -0.4 | 0.0 | 2.3 | -6.7 | -3.1 | 100.8 | -7.7
CC1CCC2C(=O)N(c3ccc(NC4CCN(Cc5ccccc5)CC4)c([N+](=O)[O-])c3)C(=O)C2C1 (configuration not stated) | 10.6 | 0.78 | 1 | -0.4 | -1.4 | -10.6 | -2.3 | -2.9 | 93.3 | -1.3
C/C(N)=C(/C#N)C(=O)CSc1nnc(Nc2ccccc2)s1 | 33.5 | 1.44 | 1 | 0.2 | -1.2 | -33.5 | 2.7 | -3.6 | 147.8* | -9.5
COc1cc(NC(=O)CSc2nc3ccccc3n2-c2ccccc2)c(C)cc1[N+](=O)[O-] | -4.9 | 1.33 | 1 | -0.1 | -0.4 | 4.9 | 1.1 | 4.4 | 92.5 | -1.4
CCOC(=O)c1cn[nH]c1N | -10.3 | 1 | 1 | -0.2 | -0.8 | 10.4 | -0.9 | 1.3 | 102.2 | -1.1
CCOC(=O)N1CCN(C(=O)c2cc3cc(Br)ccc3oc2=O)CC1 | 17.1 | 0.9 | 1 | -0.2 | -2.1 | -17.1 | -2.3 | 1.6 | 99.5 | 1.8
COc1ccc(-c2[nH]ncc2CN(C)CCc2c(C)n[nH]c2C)c(F)c1 | 23.2 | 1.01 | 1.1 | -0.2 | 1.2 | -23.2 | -7.7 | 5.5 | 91.9 | -4.0
CCN(CC)S(=O)(=O)c1cc(OC)c(Cl)cc1Cl | 9.7 | 1.05 | 1 | -0.4 | 0.1 | -9.7 | -2.3 | 10.8 | 105.9 | 0.8
COCCN=c1scc(-c2cccs2)n1/N=C(\C)c1ccco1 | 68.6 | 2.68 | 0.7 | -0.2 | 0.2 | -68.6 | 28.8 | 7.6 | 124.7 | 0.8
O=C(CCNS(=O)(=O)c1ccc(Br)s1)NCc1ccc(F)cc1 | -5.8 | 1.28 | 1.1 | -0.2 | -0.4 | 5.8 | -5.3 | 9.0 | 101.8 | 1.4
COC(=O)c1cc(Cl)c(NC(=O)c2cc3ccccc3o2)cc1OC | 6.9 | 1.2 | 0.9 | -0.1 | 2.7 | -6.9 | 7.2 | 2.7 | 114.1 | 4.8
CNC(=O)CN1C(=O)CSc2ncccc21 | -0.8 | 1.03 | 1 | -0.2 | -0.9 | 0.8 | 4.7 | -2.9 | 101.7 | -9.9
CCC(C)c1ccc(NC(=S)NCc2ccccn2)cc1 (configuration not stated) | 20.1 | 1.03 | 1 | -0.2 | -0.2 | -20.1 | -3.2 | 0.1 | 105.6 | -1.0
COCCCNC(=O)Cn1nnc(-c2ccc(NC(=O)c3ccc(F)cc3)cc2)n1 | -3.8 | 1.3 | 0.9 | -0.5 | -0.3 | 3.8 | 5.9 | 13.0 | 108.9 | -5.3
COC(=O)c1ccc(CSc2nc3ccccc3c(=O)n2-c2ccccc2)o1 | -8.7 | 0.73 | 1 | -0.1 | -0.1 | 8.7 | -3.2 | 2.3 | 101.7 | 1.1
CCNc1c(N)c(=O)oc2ccccc12 | 11.8 | 1.22 | 1 | 0.1 | 0.8 | -11.8 | -3.6 | 4.6 | 90.1 | -1.9
O=C(N/N=C/c1ccccc1O)C1SCCCS1 | 5.0 | 1 | 0.9 | 0.2 | -0.9 | -5.0 | 14.5 | -4.9 | 103.2 | 1.4
CCOC(=O)n1c(=O)[nH]c2ccc(Br)cc21 | 14.4 | 1.3 | 1.1 | -0.3 | -0.8 | -14.4 | -5.8 | 0.6 | 107.6 | -9.9
CS(=O)(=O)Nn1cnc2ccccc2c1=O | -1.9 | 1 | 1.1 | -0.3 | -2.5 | 1.9 | -6.1 | 5.6 | 97.1 | -2.4
Cc1ccc(NC(=O)C/C(N)=N/O)cc1C | 10.6 | 1.21 | 1 | -0.1 | -8.1 | -10.6 | -1.3 | 3.2 | 93.5 | -1.8
COC(=O)c1cc(-c2ccc3c(c2)OCO3)nc2ccccc12 | -9.0 | 1.1 | 0.9 | 0.2 | -2.3 | 9.0 | 8.8 | -4.3 | 100.3 | 2.7
CN(C)S(=O)(=O)c1cccc(C(=O)OCC(=O)NC2CCCc3ccccc32)c1 (configuration not stated) | 1.7 | 0.97 | 0.4 | -0.3 | 0.2 | -1.7 | 56.9* | 9.8 | 98.2 | 4.2
Cc1ccc(-c2cc(C(=O)N3CCc4ccccc4C3)no2)cc1 | 8.3 | 1.06 | 0.9 | 0.1 | -0.5 | -8.3 | 5.3 | 4.9 | 97.3 | 2.6
Cc1cccc(OCC(=O)NC(Cc2c[nH]c3ccccc23)C(=O)O)c1C (configuration not stated) | 3.2 | . | 1 | -0.1 | -0.8 | -3.2 | -1.3 | 7.2 | 87.6 | -0.3
COc1cccc(C(=O)COC(=O)c2ccc(NC(=O)c3ccccc3)cc2)c1 | 8.8 | . | . | -0.2 | 3.1 | -8.8 | . | . | 104.4 | .

Screening data (PubChem)
